Screening results: PubChem BioAssay, Johns Hopkins Ion Channel Center
CHT block: inhibitors of human choline transporter CHT. actives 0.86% (n = 310,000). CHT-expressing cells, membrane potential dye, choline response; active compounds read low. B-score at 10 µM. High affinity choline transporter 1 (Homo sapiens), Q9GZV3;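 active = B-score over 3 SD under the library average, and starting fluorescence ratio not unusually high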;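 also: choline stimulus applied at its EC90 after an EC20 pre-addition; B-score computed on integrated fluorescence ratio after choline addition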
Target sequence (Q9GZV3 whole entry, looked up): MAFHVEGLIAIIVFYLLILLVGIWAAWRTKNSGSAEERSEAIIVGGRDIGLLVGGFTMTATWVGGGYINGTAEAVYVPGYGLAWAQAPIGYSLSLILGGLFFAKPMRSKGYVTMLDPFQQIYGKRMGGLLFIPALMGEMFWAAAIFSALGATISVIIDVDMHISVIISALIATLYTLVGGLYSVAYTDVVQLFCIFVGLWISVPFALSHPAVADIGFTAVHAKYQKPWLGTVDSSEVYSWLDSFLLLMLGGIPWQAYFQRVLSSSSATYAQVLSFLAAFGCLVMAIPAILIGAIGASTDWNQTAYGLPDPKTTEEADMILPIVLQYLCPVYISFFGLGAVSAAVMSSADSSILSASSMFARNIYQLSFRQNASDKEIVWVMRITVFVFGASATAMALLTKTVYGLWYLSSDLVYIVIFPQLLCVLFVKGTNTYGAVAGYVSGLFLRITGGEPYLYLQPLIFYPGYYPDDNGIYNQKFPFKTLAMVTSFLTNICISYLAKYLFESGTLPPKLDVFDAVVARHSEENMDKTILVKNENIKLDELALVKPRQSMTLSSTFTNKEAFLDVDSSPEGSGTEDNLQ
CHT allo act: CHT positive allosteric modulators, primary screen, cell-based, membrane potential dye, choline EC20; CHT-expressing cells; active compounds read high; LV-AA mutant CHT in HEK293 cells; B-score at 10 µM; actives 0.49% (n = 310,000); AID 488977, 2010;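 active = initial fluorescence not abnormally high and integrated response B-score, plate-corrected, over 3 SD above library mean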
Calls only; i = inactive. Not a hit list. Share with any hit: about 1.4%.

SMILES | CHT block | CHT allo act
O=C(O)/C=C/c1cn(-c2ccccc2)nc1-c1cccc([N+](=O)[O-])c1 | i | i
O=C(O)CCc1nnc(SCC(=O)Nc2cccc(C(F)(F)F)c2)[nH]c1=O | i | i
COc1ccc(CCC(C)NC2CCCCCCC2)cc1 (stereo not given) | i | i
Cc1cccc(OCCC(=O)NCC(=O)Nc2c(C)cccc2C)c1 | i | i
O=C(CCc1ccccc1)N=C1SC2CS(=O)(=O)CC2N1c1ccccc1F (stereo not given) | i | i
Cc1ccc(/C=N/NC(=O)c2c(-c3ccccc3)noc2C)c(O)c1 | i | i
COc1ccc(OC)c(NC(=O)Nc2ccc(Cl)cc2)c1 | i | i
COc1ccc([N+](=O)[O-])cc1NC(=O)COC(=O)c1ccccn1 | i | i
C/C(=N/NS(=O)(=O)c1ccc(C)cc1)c1ccc2c(c1)OCO2 | i | i
CC1(CC(=O)N/N=C/c2cc(Br)c(O)cc2O)OCCO1 | i | i
Cc1cc(C(=O)N/N=C/c2c(C)[nH]c3ccccc23)n[nH]1 | i | i
COc1ccccc1C(=O)N1CCN(C2CCN(Cc3ccccc3)CC2)CC1 | i | i
CCOC(=O)c1c(NC(=O)c2ccoc2C)sc(C(=O)N(C)C)c1C | i | i
Cc1ccc(NC(=O)CCn2cnc3ccccc3c2=O)cc1 | i | i
COc1ccc(-n2nc(C(=O)NCC(=O)N3CCN(c4ccccc4)CC3)c3ccccc3c2=O)c(OC)c1 | i | i
Cc1ccccc1NC(=O)NCC1CCN(C(=O)OC(C)(C)C)CC1 | i | i
NNC(=O)CC12CC3CC(C1)CC(n1ncnn1)(C3)C2 | i | i
Cc1cc(C)n(-c2n[nH]c(=O)c3ccccc23)n1 | i | i
COc1cc(C)c(S(=O)(=O)N2CCCC2)cc1C(C)C | i | i
COc1ccc(CC(=O)N2CCCC(CNC(=O)c3ccccc3Cl)C2)cc1 (stereo not given) | i | i
COc1ccc(C(=O)N(Cc2ccco2)C(C(=O)NC2CCCC2)c2ccc(O)cc2)cc1OC (stereo not given) | i | i
COc1ccccc1N1CC(C(=O)OCC(=O)Nc2c(C)cccc2C)CC1=O (stereo not given) | i | i
O=C(C1CCC(CNS(=O)(=O)c2cccs2)CC1)N1CCCCC1 (stereo not given) | i | i
COc1ccc(CC(=O)Nc2cccc(S(=O)(=O)N3CCCCCC3)c2)cc1OC | i | i
CCCS(=O)(=O)N1CCCC(C(=O)NCCCN(C)c2ccccc2)C1 (stereo not given) | i | i
C/C(=N\NC(=O)c1nnn(-c2nonc2N)c1COc1ccc(F)cc1)c1ccc(Cl)cc1 | i | i
COc1ccc(-c2nnc(SCC(=O)N3CCCC3)o2)cc1 | i | i
CN(C(=O)CSc1nc2ccccc2n1CCc1ccccc1)C1CCS(=O)(=O)C1 (stereo not given) | i | i
COC(=O)c1ccccc1NC(=O)Cn1c(SC)c(F)cnc1=O | i | i
CNC(=O)c1cccc2nc3ccccc3nc12 | i | i
COc1ccc(NC(=O)C2=NN(C3CCS(=O)(=O)C3)C(=O)CC2)cn1 (stereo not given) | i | i
N#C/C(=C\c1ccc(-c2ccccc2[N+](=O)[O-])o1)C(N)=O | i | i
c1ccc(COc2ccc(Nc3ncnc4nc[nH]c34)cc2)cc1 | i | i
COc1ccccc1C1C(C(C)=O)=C(O)C(=O)N1CCc1ccccc1 (stereo not given) | i | i
Nc1nc(CSC(=S)N2CCCCC2)nc(Nc2ccccc2)n1 | i | i
CC1CCCCC1NC(=O)COC(=O)COc1ccc(Cl)cc1 (stereo not given) | i | i
O=C(CCc1nc2ccccc2[nH]c1=O)N/N=C/c1ccccc1 | i | i
O=C(c1c[nH]c(C(=O)N2CCN(Cc3ccccc3)CC2)c1)C1CCCCC1 | i | i
COc1cc(C(=O)NCC(C)C)cc(OC)c1OC | i | i
Cc1ccn2c(=O)c(C(=O)NCCC3=CCCCC3)c(O)nc2c1 | i | i
COc1ccc(C2/C=C\CN(C(=O)Oc3ccc(C(F)(F)F)cc3)CC(=O)N2Cc2ccc(F)cc2)cc1 (stereo not given) | i | i
CNC(=O)C(=O)NCC1OCCCN1S(=O)(=O)c1ccc(F)cc1C (stereo not given) | i | i
Cc1cc(C)c2cc(C(=O)N(C)C3CCN(C)CC3)[nH]c2c1 | i | i
CCC(C)(C)n1nnnc1CN(Cc1cccs1)Cc1cc2cc(OC)ccc2[nH]c1=O | i | i
CCn1c(SCC(=O)Nc2ccc(NC(=O)c3ccco3)c(OC)c2)nc2ccccc2c1=O | i | i
CCc1cccc2c(C(=O)CSc3nncn3C)c[nH]c12 | i | i
COc1ccc(C(=S)N2CCCC2)cc1 | i | i
CCN1C(=O)[C@@H]2Cc3c([nH]c4ccccc34)C(c3cc(OC)c(OC)c(OC)c3)N2C1=S (stereo not given in full) | i | i
Cc1sc(NC(=O)c2ccccc2)c(C(=O)NC(C)C)c1C | i | i
O=C(CCSc1nc(-c2ccco2)cc(C(F)(F)F)n1)N1CCCc2ccccc21 | i | i

Profiles as entered above:
CN(C(=O)CSc1nc2ccccc2n1CCc1ccccc1)C1CCS(=O)(=O)C1 (stereo not given) across the screens: CHT block = i; CHT allo act = i
Cc1cc(C)c2cc(C(=O)N(C)C3CCN(C)CC3)[nH]c2c1 across the screens: CHT block = i; CHT allo act = i
COC(=O)c1ccccc1NC(=O)Cn1c(SC)c(F)cnc1=O across the screens: CHT block = i; CHT allo act = i

A draw from above in order of number of heavy atoms, low to high:
SMILES | CHT block | CHT allo act
CNC(=O)c1cccc2nc3ccccc3nc12 | i | i
Cc1sc(NC(=O)c2ccccc2)c(C(=O)NC(C)C)c1C | i | i
COc1ccccc1C1C(C(C)=O)=C(O)C(=O)N1CCc1ccccc1 (stereo not given) | i | i

Continued.
SMILES | CHT block | CHT allo act
Cc1ccc(CNS(=O)(=O)c2ccc(C(C)(C)C)cc2)n1C | i | i
CC(Nc1nc(-c2ccc(F)cc2)cs1)c1nc2cc(Cl)c(Cl)cc2n1CCOCCO (stereo not given) | i | i
CC1CCN(c2nc3ccccc3nc2C(C#N)C(=O)NC2CCCCC2)CC1 (stereo not given) | i | i
O=C(CSc1ccc(-c2ccco2)nn1)N1CCCCCC1 | i | i
O=C(Nc1ccccc1)O/N=C1/CCCc2occc21 | i | i
Cc1ccc(OCC(=O)N2CCN(S(=O)(=O)c3ccc(Cl)cc3)CC2)c([N+](=O)[O-])n1 | i | i
COc1ccccc1NC(=O)C(C)NS(=O)(=O)c1ccc(Cl)cc1 (stereo not given) | i | i
COc1ccccc1NC(=O)CCNS(=O)(=O)c1ccc2c(c1)CC(C)N2C(=O)C1CC1 (stereo not given) | i | i
CC(C)CC(=O)N1CCN(Cc2ccc(Br)cc2)CC1 | i | i
CCN(CC)C(=O)C1CCN(Cc2ccc(OCc3ccccc3)cc2)CC1 | i | i
Cc1cccc(-c2nnc(SCC(=O)NC3CC3)n2C)c1 | i | i
CCCNc1c(NC(=O)C2CCC(C)CC2)c(=O)oc2ccccc12 (stereo not given) | i | i
Cc1cccc(CS(=O)(=O)Cc2ccc(C(=O)NCc3ccco3)o2)c1 | i | i
COc1ccc(CCNC(=O)c2cccc3ccccc23)cc1OC | i | i
Cc1ccc(C(=O)Nc2cccc(-c3ccc(N4CCOCC4)nn3)c2)cc1 | i | i
CC(=O)NCCc1nc(-c2ccc(Cl)cc2)no1 | i | i
COc1cccc(NC(=O)CNC(=O)c2cccs2)c1 | i | i
CC(=O)Nc1ccc(S(=O)(=O)N2CCC(N3CCCC3)CC2)cc1 | i | i
CCCNC(=O)COC(=O)c1cc2c(=O)n3ccccc3nc2s1 | i | i
CCc1ccc(NS(=O)(=O)c2cc(OC)ccc2OC)cc1 | i | i
Cc1ccc(C)c(N2CCN(S(=O)(=O)c3ccc(-c4cc(C)no4)s3)CC2)c1 | i | i
CCOc1ccccc1NC(=O)CCNS(=O)(=O)c1cccc2nsnc12 | i | i
CC(=O)NCC(O)c1ccc([N+](=O)[O-])cc1 (stereo not given) | i | i
Cc1cc(C)c(S(C)(=O)=O)c(Oc2ccccc2C)n1 | i | i
Cc1cc(Cl)ccc1OCC(=O)Nn1c(C)ccc1C | i | i
CC(C)(C)C(=O)CN1CCN(C2c3ccccc3-c3ccccc32)CC1 | i | i
Oc1ccccc1/C=N/NC1=NCCCCC1 | i | i
C=CCn1c(-c2ccccc2)c[nH]c1=S | i | i
Cc1ccc(S(=O)(=O)NCC(=O)OCC(=O)Nc2cccc(S(=O)(=O)NC3=NCCCCC3)c2)cc1C | i | i
COc1cc(C(c2c(C)n(C)n(-c3ccccc3)c2=O)c2c(C)n(C)n(-c3ccccc3)c2=O)cc(Br)c1O | i | i
CCN(CC)CCn1cnc2c1c(=O)n(CCOC(=O)c1cc(OC)c(OC)c(OC)c1)c(=O)n2C | i | i
COCCn1c(=NC(C)=O)sc2cc([N+](=O)[O-])ccc21 | i | i
COC(=O)c1cc(NC(=O)CSc2nnc(N)s2)ccc1Cl | i | i
CC1Sc2ccc(S(=O)(=O)CCC(=O)NC3CCCC(C)C3C)cc2NC1=O (stereo not given) | i | i
CC(C)(C)C1CCC(=O)N(CCOc2ccccc2)CC1 (stereo not given) | i | i
COC(=O)CC1C(=O)NCCN1C(=S)Nc1cc(C)cc(C)c1 (stereo not given) | i | i
O=C(NCC1CCCN(Cc2ccc3c(c2)OCCO3)C1)c1ccc2c(c1)OCO2 (stereo not given) | i | i
C=CCNC(=S)N/N=C/c1ccc(OCc2ccccc2Cl)cc1 | i | i
C[C@H](NC(=O)c1nc[nH]c1C(=O)NC1CCN(C(=O)OC(C)(C)C)CC1)C(=O)OCc1ccccc1 | i | i
CN(C)S(=O)(=O)Oc1cccc(C(=O)Nc2cccc(Cl)c2)c1 | i | i
c1ccc2c(c1)ccc1ncccc12 | i | i
CCCCOCCCNC(=O)N[C@@H](CC(C)C)C(=O)O | i | i
CC(c1ccccc1)C1CC(=O)N(c2ccc(C(=O)O)cc2)C1=O (stereo not given) | i | i
O=C(COC(=O)CC1CCCC1)Nc1cc2c(cc1Cl)C(=O)c1ccccc1C2=O | i | i
NC(=O)C1CCN(C(=O)/C(=C/c2ccccc2)NC(=O)c2ccccc2)CC1 | i | i
O=C(CN1C(=O)CCS(=O)(=O)c2ccccc21)NCc1ccc(F)cc1 | i | i
CN(C)S(=O)(=O)c1cccc(N2C(=O)CC3(CCCCC3)CC2=O)c1 | i | i
COc1ccc(Nc2nc(N)c([N+](=O)[O-])c(N3CCN(C)CC3)n2)cc1 | i | i
CCOC(=O)c1ccc(S(=O)(=O)N2CCN(C(=O)CSc3nc4ccccc4o3)CC2)cc1 | i | i
CC(=O)N1N=C(c2ccccc2)CC1c1cn(C)c2ccccc12 (stereo not given) | i | i

(cont.)
SMILES | CHT block | CHT allo act
CSc1cccc(NC(=O)CN(c2ccc(C)cc2C)S(C)(=O)=O)c1 | i | i
Cc1ccccc1OCC1Cn2c(nc3c2c(=O)[nH]c(=O)n3C)O1 (stereo not given) | i | i
CS(=O)(=O)N1CCN(c2ccc(NC(=O)COc3ccccc3[N+](=O)[O-])cc2)CC1 | i | i
CCOC(=O)c1c(C)n(-c2ccccc2)c2ccc(O)cc12 | i | i
CC(=O)c1cccc(NC(=O)c2csc(-n3nc(C)cc3C(F)(F)F)n2)c1 | i | i
Cc1noc(/C=C/N(C)C)c1S(=O)(=O)N1CCC(C(=O)O)CC1 | i | i
Cc1ccc(N2CCN(C(=O)c3ccccc3NC(=O)C3CC=CCC3C(=O)O)CC2)cc1 (stereo not given) | i | i
Cc1ccccc1OCC(=O)N/N=C/c1ccncc1 | i | i
CS(=O)(=O)N(CC(=O)Nc1ccccc1C(=O)N1CCOCC1)c1ccc(Cl)cc1 | i | i
Cc1ccccc1OCCC(=O)N1CCN(S(=O)(=O)c2ccc(Cl)cc2)CC1 | i | i
CCn1nc(CC(=O)Nc2nnc(CC(=O)N3CCCC3)s2)c2ccccc2c1=O | i | i
O=C(CSc1n[nH]c(-c2cccnc2)n1)Nc1cccc(Cl)c1 | i | i
C/C(=N\NC(=O)c1ccc2c(c1)OCO2)c1ccc(O)cc1 | i | i
O=C1CCCC2=C1C(O)(C(F)(F)F)C(=O)N2Cc1ccccc1 (stereo not given) | i | i
Cc1ccc(CNC(=O)C2CCC(CNc3c(N4CCC(C)CC4)c(=O)c3=O)CC2)cc1 (stereo not given) | i | i
O=C(c1cc2c(=O)n3ccccc3nc2s1)N1CCN(Cc2ccc3c(c2)OCO3)CC1 | i | i
Cc1c[nH]c(=O)c([N+](=O)[O-])c1 | i | i
O=C(Nc1ccccc1)C1CCN(C(=O)c2ccc(Br)cc2)CC1 | i | i
O=C(Cc1cccs1)Nc1nc2c(ccc3ccccc32)s1 | i | i
Cc1ccc(CCNC(=O)CNC(=S)N(Cc2ccccc2)Cc2cccnc2)cc1 | i | i
CCn1c(SCC(=O)N/N=C/c2ccc(C)o2)nnc1-c1ccccc1 | i | i
CC1CCCCN1C(=O)COC(=O)C1CCN(S(=O)(=O)c2c(Cl)cccc2Cl)CC1 (stereo not given) | i | i
COc1ccc(CN(CC(=O)NCc2ccco2)C(=O)CCC(=O)Nc2nccs2)cc1 | i | i
Cc1ccc([N+](=O)[O-])cc1NC(=O)c1cccnc1 | i | i

In the list so far, two have a cyano group.
SMILES | CHT block | CHT allo act
N#C/C(=C\c1ccc(-c2ccccc2[N+](=O)[O-])o1)C(N)=O | i | i
CC1CCN(c2nc3ccccc3nc2C(C#N)C(=O)NC2CCCCC2)CC1 (stereo not given) | i | i
